LDHA inh: blocks human lactate dehydrogenase A; AID 1347041; actives 0.15% (n = 480,000); P00338; activity change, % (values are at about 110 or 230 µM); purified LDHA, NADH/diaphorase-resazurin fluorescence; stronger effect = lower value; in the data active = activity change below about -30%; inconclusive = mostly about -25% to -30%;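 note: plate controls were DMSO wells for no effect and wells without enzyme for full effect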
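LDH5 2 nM; NADH 0.06 mM, pyruvate 0.2 mM; 200 mM Tris pH 7.4, EDTA, Tween-20; 5 min RT. Detection: diaphorase 0.133 mg/mL + resazurin 37 µM, fluorescence ex540/em590 at 0 and 20 min; normalized to enzyme-free and DMSO wells.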
Glioma ERSR ind: inducers of ER stress response in human glioma cells; U87-MG GRP78 promoter luciferase reporter, 16 h; Potency, µM, without a hit: top-dose activation, actives largely listed as activators; actives 0.02% (n = 420,000); note: potency is the fitted concentration of half-maximal effect; series mostly up to about 76 µM; % of control where 0% means no effect; nearly all actives have a fitted effect of over 35% in size
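Stably transfected U87-MG human glioma cells carrying a GRP78-based luminescent sensor were seeded at 1000 cells/well, pin-dosed with compounds and incubated 16 h. Luciferase reagent was then added, and end-point luminescence was read after 10 min at room temperature.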
Vif-APOBEC3G blk: Vif-A3G binding inhibition; HeLa A3G-eYFP + Vif (tagged APOBEC3G with the HIV-1 protein that degrades it), YFP fluorescence, overnight; Potency, µM (doses to about 46.1 µM), for the others: top-dose activity, negative = active, actives largely listed as inhibitors; actives 0.076% (n = 410,000);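 note: potency is the fitted concentration of half-maximal effect; % is set by controls: 0 for no effect and ±100 for the full control effect; nearly all actives have a fitted effect of over 60% in size; hits raise eYFP signal because A3G escapes Vif-driven loss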
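Read-out is eYFP fluorescence (Ex 488/Em 500-530) from Vif-expressing HeLa A3G-eYFP cells; more signal means A3G escaped Vif-mediated degradation. Cells plated overnight, compound pinned in, incubated overnight at 37 deg C.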
USP1-UAF1 inh: USP1/UAF1 (human) deubiquitinase inhibition. Potency, µM (series often up to 57.1 µM), inactives show top-dose activity change, negative = inhibition, hits mostly inhibitors. recombinant USP1/UAF1, Ub-Rhodamine cleavage fluorescence. actives 0.23% (n = 390,000). O94782; note: potency is the fitted concentration of half-maximal effect; % is set by controls: 0 for no effect and ±100 for the full control effect; nearly all actives have a fitted effect of over 60% in size; inactives centre near -12
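USP1/UAF1 complex (1 nM) preincubated 15 min at room temperature with compound, then Ub-Rho substrate (150 nM final) added. Kinetic fluorescence at 480/540 nm over 6 reads at 60 s intervals; 50 mM HEPES pH 7.8, 0.5 mM EDTA, 0.1 mg/ml BSA, 1 mM TCEP, 0.01% Tween-20.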
TrxR1 inh: blocks rat thioredoxin reductase 1 | O89049 | recombinant rTrxR1, NADPH fluorescence consumption, selenite substrate | Potency, µM (titrated, usually from 114 µM), for the others: at the highest dose activity change, negative = inhibition, most hits filed as inhibitors | actives 1% (n = 390,000) | AID 588453; note: potency is the fitted concentration of half-maximal effect; % is set by controls: 0 for no effect and ±100 for the full control effect; nearly all actives have a fitted effect of over 65% in size
Target sequence (O89049 whole entry, looked up): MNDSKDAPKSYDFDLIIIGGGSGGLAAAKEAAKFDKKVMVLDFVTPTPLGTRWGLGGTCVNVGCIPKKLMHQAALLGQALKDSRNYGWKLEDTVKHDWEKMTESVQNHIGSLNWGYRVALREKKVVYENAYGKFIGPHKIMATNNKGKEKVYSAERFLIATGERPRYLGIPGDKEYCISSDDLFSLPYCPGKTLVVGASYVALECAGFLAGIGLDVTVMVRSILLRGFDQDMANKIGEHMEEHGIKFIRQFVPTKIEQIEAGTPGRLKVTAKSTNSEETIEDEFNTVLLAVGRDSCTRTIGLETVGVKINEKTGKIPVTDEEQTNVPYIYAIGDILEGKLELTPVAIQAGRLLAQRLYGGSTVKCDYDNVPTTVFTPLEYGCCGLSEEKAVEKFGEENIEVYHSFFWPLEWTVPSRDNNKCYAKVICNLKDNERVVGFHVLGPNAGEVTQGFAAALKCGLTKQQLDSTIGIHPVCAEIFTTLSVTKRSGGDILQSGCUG
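Rat TrxR1 (90 nM in the dispensed reagent) was pre-reduced with 400 uM NADPH for 5 min at room temperature, then incubated with compound for 15 min. After 400 uM selenite was added, NADPH fluorescence (Ex 340/Em 450 nm) was followed for 8 min.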
IDH1 R132H inh: blocks human mutant IDH1 R132H enzyme. O75874. IDH1-R132H enzyme, NADPH consumption, diaphorase/resazurin fluorescence. Potency, µM (titrated, usually from 76.6 µM), for the others: top-dose activity change, negative = inhibition, most hits filed as inhibitors. actives 0.093% (n = 390,000); note: potency is the fitted concentration of half-maximal effect; % is set by controls: 0 for no effect and ±100 for the full control effect; nearly all actives have a fitted effect of over 65% in size
Target sequence (O75874 whole entry R132H, stated change not applied): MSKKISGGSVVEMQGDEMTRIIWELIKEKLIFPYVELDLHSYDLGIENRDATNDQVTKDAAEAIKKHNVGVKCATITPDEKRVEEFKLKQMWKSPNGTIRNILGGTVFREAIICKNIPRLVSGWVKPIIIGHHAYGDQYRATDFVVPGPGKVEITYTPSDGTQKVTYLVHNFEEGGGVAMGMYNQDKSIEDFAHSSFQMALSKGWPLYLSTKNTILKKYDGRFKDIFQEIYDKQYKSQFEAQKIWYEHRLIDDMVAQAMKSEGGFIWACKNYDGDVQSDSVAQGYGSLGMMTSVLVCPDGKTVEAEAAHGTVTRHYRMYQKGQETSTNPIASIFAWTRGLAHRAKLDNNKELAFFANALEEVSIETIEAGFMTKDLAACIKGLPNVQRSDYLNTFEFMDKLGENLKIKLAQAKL
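IDH1-R132H (0.5 ug/mL) preincubated 30 min with compound, then NADPH (0.016 mM) and alpha-KG (2 mM) added; 80 min at RT, pH 7.5. Remaining NADPH coupled via diaphorase/resazurin to fluorescence (540/590 nm); concentration-response curves normalized to no-enzyme control.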
RGS4 inh: inhibitors of human regulator of G protein signaling 4. Transcreener GDP fluorescence polarization, RGS4-accelerated GTP hydrolysis. actives 0.039% (n = 390,000). AID 504845. Potency, µM (doses to about 114 µM), without a hit: at the highest dose activity change, negative = inhibition, usual class: inhibitors. P49798; note: potency is the fitted concentration of half-maximal effect; % is set by controls: 0 for no effect and ±100 for the full control effect; nearly all actives have a fitted effect of over 75% in size; some results filed as inactive show a strong effect at the top dose
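MLSMR compounds (23 nl, pin-transferred) preincubated 10 min at room temperature with a 500nM (2x) first reagent, then RGS4 at 900nM (2x) plus Transcreener GDP mix added; fluorescence polarization (620/688 nm) read before and after 90 min at 30 °C.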
Vif-APOBEC3F blk: inhibitors of Vif-A3F interaction | actives 0.2% (n = 390,000) | HeLa A3F-eYFP + Vif (tagged APOBEC3F with the HIV-1 protein that degrades it), YFP fluorescence increase | Potency, µM (top dose mostly 46.1 µM), for inactives: top-dose activity, negative = active; note: potency is the fitted concentration of half-maximal effect; % of control where 0% means no effect; nearly all actives have a fitted effect of over 65% in size
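HeLa cells stably expressing A3F-eYFP plus Vif, plated and incubated overnight at 37 deg C, then exposed to compounds overnight at 37 deg C. Blocked degradation read as raised yellow fluorescence (Ex 488/Em 500-530).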
TrxR1 substrate: is turned over as a substrate by rat TrxR1; O89049; purified TrxR1 substrate turnover, NADPH consumption readout; Potency, µM (series often up to 114 µM), for inactives: at the top dose activity change, negative = substrate turnover; actives 0.01% (n = 390,000); AID 588456; note: potency is the fitted concentration of half-maximal effect; % is set by controls: 0 for no effect and ±100 for the full control effect; nearly all actives have a fitted effect of over 50% in size
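Rat TrxR1, dispensed at 90 nM, was prereduced with 400 uM NADPH (final) for 5 min at ~22 deg C, then incubated with compound 15 min before 400 uM selenite. A first-read NADPH fluorescence drop versus no-compound background flagged substrates.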
* marks the source's active call; other numbers are inactive results; u = inconclusive; [ ] = another dose, or the depositor's remark. Unless noted, calls come from the whole dose curve; as a rule, active = well fitted curve in the direction sought with a large enough effect; inconclusive = small, poorly fitted or top-dose-only effect, or another doubt; inactive = no such curve, though single readings can be large; an effect the other way counts as inactive or inconclusive.

nr	SMILES	TrxR1 substrate	IDH1 R132H inh	Vif-APOBEC3G blk	TrxR1 inh	Vif-APOBEC3F blk	Glioma ERSR ind	LDHA inh	RGS4 inh	USP1-UAF1 inh
1	CC(=O)N1CCCC(N2CCN(c3cccc(C(F)(F)F)c3)CC2)C1 (stereo not drawn)	4%	0%	1%	33%	2%	4%	-12	6%	-15%
2	Clc1cccc(NCc2ccccc2)n1	-1%	2%	-4%	11%	1%	2%	0	15%	2%
3	Cc1ccc(OCc2nnc(SCc3cc(=O)[nH]c4ccccc34)n2-c2ccccc2)cc1	6%[57.1 µM]	-12%	-2%	16%[57.1 µM]	-3%	-5%	-8	-25%	-8%
4	Cc1nc(SCC(=O)c2ccc(F)c(F)c2)[nH]c(=O)c1Oc1ccc(F)cc1	3%	6%	1%	9%[57.1 µM]	0%	4%	-5	-19%	-15%
5	CCN(CC)S(=O)(=O)c1cccc(C(=O)OCC(=O)C23CC4CC(CC(C4)C2)C3)c1	3%[57.1 µM]	4%	1%	20%[57.1 µM]	-12%	-2%	-5	43%	-8%
6	CCN(CC)S(=O)(=O)c1ccc(C)c(NC(=O)COC(=O)CCC(=O)c2cccs2)c1	-1%	7%	-1%	-3%	-14%	-5%	2	17%	-1%
7	COC(=O)c1sc(-c2ccc(Cl)cc2)cc1NC(=O)/C=C/C(=O)O	-4%	1%	-23%	2%	5%	14%	-5	-23%	-27%
8	Cc1ccc(C)c(NC(=O)CSc2nnc(CCNC(=O)OC(C)(C)C)o2)c1	-3%	-7%	2%	-1%	-3%	3%	1	23%	-6%
9	O=C(c1ccc2c(c1)N(Cc1ccccc1F)C(=O)c1ccccc1S2)N1CCOCC1	-9%	9%	4%	0%	7%	-4%	-4	-7%	-24%
10	CCOC(=O)c1ccc(Nc2sc(C(=O)c3cccc([N+](=O)[O-])c3)c(N)c2C#N)cc1	3%[57.1 µM]	3%	-23%	21%[57.1 µM]	-7%	5%	-13	-3%	0%
11	COc1ccc(S(=O)(=O)N2CCC(C(=O)Nc3ccccc3N3CCCC3)CC2)cc1OC	2%	7%	3%	-4%	1%	-2%	4	-18%	u
12	COC(=O)[C@@]12CCCCN1[C@H](c1ccc(SC3CCCCC3)cc1)[C@H]1C(=O)N(C)C(=O)[C@H]12	7%	-4%	3%	-4%	-3%	-5%	-2	-10%	-21%
13	CS(=O)(=O)c1ccc(Cl)c(NC(=O)CSc2n[nH]c(N)n2)c1	-9%	4%	0%	-12%	3%	0%	-9	-18%	-21%
14	O=C(NCCN1CCOCC1)c1noc2c1CCc1ccccc1-2	-6%	3%	2%	u	-9%	2%	1	20%	4%
15	Cc1cccc(NC(=O)CN2C(=O)N/C(=C/c3cc(C)n(-c4cccnc4)c3C)C2=O)c1	0%[57.1 µM]	1%	-10%	16%[57.1 µM]	3%	-6%	-5	5%	-23%
16	CC(=O)Nc1ccc2nc(-c3cccnc3)[nH]c2c1	5%	-1%	-1%	-13%	2%	-3%	-5	14%	-17%
17	Cc1ccc2c(c1)NC(=O)C(CC(=O)Nc1ccc(CN3CCC(C)CC3)cc1)O2 (stereo not drawn)	12%[57.1 µM]	-8%	2%	21%[57.1 µM]	-16%	0%	-5	8%	-3%
18	CC(C)(C)c1ccc(N2C(=O)CC(C/C=C/c3ccccc3)C2=O)cc1 (stereo not drawn)	0%	-6%	4%	17%	6%	-3%	-2	5%	-22%
19	O=C(NCCN1CCCC1)c1ccc(Cl)cc1	1%	1%	3%	17%	2%	-1%	1	-18%	-7%
20	COc1cccc(C(c2nnnn2Cc2ccco2)N2CCN(c3cccc(C)c3C)CC2)c1OC (stereo not drawn)	-2%	5%	-2%	15%	2%	-7%	3	5%	-25%
21	CC(=O)c1ccc(NC(=O)CSc2nc(=O)n3cccc(C)c3n2)cc1	0%	5%	5%	4%	-8%	-2%	-7	-8%	-7%
22	COc1ccc(OC)c(NC(=O)CSc2nc(=O)n(CCN3CCOCC3)c3c2CCC3)c1	-4%	5%	4%	7%	3%	-3%	-2	21%	-22%
23	Cc1ccc(C(=O)NC23CC4CC(CC(C4)C2)C3)c(Cl)c1	-1%	14%	3%	7%	0%	3%	-1	-1%	-15%
24	Cc1cccc2cccnc12	11%	12%	3%	15%	3%	-3%	1	5%	-5%
25	CN(C)CCCN1C(=O)c2oc3ccccc3c(=O)c2C1c1cccs1 (stereo not drawn)	18%	3%	-1%	u	-2%	-1%	5	-24%	-21%
26	COC(=O)[C@@]12CCCN1[C@H](c1ccc(-c3cccc(Cl)c3)c(OC)c1)[C@H]1C(=O)N(C)C(=O)[C@H]12	-5%[57.1 µM]	2%	0%	-14%	0%	-1%	2	-8%	-13%
27	O=C1CC(c2ccccc2)=NN1c1nc(-c2ccccc2)cs1	-15%[57.1 µM]	-1%	2%	9%[57.1 µM]	-4%	1%	-3	14%	-22%
28	CC1(c2nnc(-c3cccc(Cl)c3)o2)CC(c2ccc(Br)cc2)=NO1 (stereo not drawn)	7%	-11%	-6%	21%	2%	-1%	0	12%	-19%
29	CC(C)c1cc(-c2nc(-c3ccccc3)no2)n[nH]1	10%[57.1 µM]	9%	3%	32%[57.1 µM]	0%	-8%	-3	-15%	u
30	CCOC(=O)c1cn2nc(Oc3ccc(C(=O)OC)cc3)ccc2n1	36%[activator][57.1 µM]	8%	1%	14%[57.1 µM]	-2%	1%	-8	-12%	-26%
31	O=C(NC1CC1)c1cc2cc(Br)ccc2s1	6%	22%	-1%	25%	2%	12%	-3	27%	-22%
32	O=C(O)c1ccc2c(c1)C(=O)/C(=C\c1ccco1)C2=O	-9%	0%	-1%	u	-13%	-3%	6	-40%	u
33	O=C(Nc1ccc(CN2CCCCC2)cc1)c1sc2ccccc2c1Cl	-1%	14%	2%	6%	-11%	4%	-7	21%	-6%
34	CC(C)CN(CCCNC(=O)Cn1ncc2c3ccccc3n(C)c2c1=O)CC(C)C	16%	-3%	-22%	1%	-5%	-4%	-14	-6%	-28%
35	Nc1ccc(C(=O)N/N=C\C=C\c2cccc([N+](=O)[O-])c2)cc1	-11%	0%	-15%	-5%	1%	12%	-10	7%	-2%
36	CCn1nnc2cc(C(=O)Nc3cccc(Cl)c3C)ccc21	6%[57.1 µM]	-2%	-20%	19%[57.1 µM]	-6%	-2%	0	-5%	3%
37	COc1ccc(NC(=O)CSCC(=O)N(C)Cc2ccc(Cl)c(Cl)c2)cc1	-5%	-10%	0%	12%	7%	-2%	-2	10%	-26%
38	CC(C)CCNC(=O)C1CCCN(S(=O)(=O)c2ccc(F)cc2)C1 (stereo not drawn)	-20%	3%	1%	-22%	-8%	-5%	-2	-2%	-8%
39	COc1ccc(OC)c(S(=O)(=O)N2CCCCC2C(=O)O)c1 (stereo not drawn)	10%[57.1 µM]	5%	0%	15%[57.1 µM]	0%	-5%	-6	6%	-9%
40	Cc1cc(Cl)c(S(=O)(=O)N2CCN(c3ccccn3)CC2)cc1OCC(N)=O	1%	-4%	-9%	9%	3%	-1%	-9	-5%	-23%
41	Clc1ccc2c(NCc3ccccc3)ccnc2c1	5%	5%	0%	9%	8%	-3%	-2	12%	-23%
42	CC1CCN(C(=O)c2nc[nH]c2C(=O)N2CCc3ccccc3C2)CC1	6%	-12%	0%	16%	4%	-3%	-4	1%	u

Whole records, quoted from the list.
CCN(CC)S(=O)(=O)c1cccc(C(=O)OCC(=O)C23CC4CC(CC(C4)C2)C3)c1 as listed: TrxR1 substrate: 3%[57.1 µM]; IDH1 R132H inh: 4%; Vif-APOBEC3G blk: 1%; TrxR1 inh: 20%[57.1 µM]; Vif-APOBEC3F blk: -12%; Glioma ERSR ind: -2%; LDHA inh: -5; RGS4 inh: 43%; USP1-UAF1 inh: -8%
Cc1ccc(C)c(NC(=O)CSc2nnc(CCNC(=O)OC(C)(C)C)o2)c1 as listed: TrxR1 substrate: -3%; IDH1 R132H inh: -7%; Vif-APOBEC3G blk: 2%; TrxR1 inh: -1%; Vif-APOBEC3F blk: -3%; Glioma ERSR ind: 3%; LDHA inh: 1; RGS4 inh: 23%; USP1-UAF1 inh: -6%
CN(C)CCCN1C(=O)c2oc3ccccc3c(=O)c2C1c1cccs1 (stereo not drawn) as listed: TrxR1 substrate: 18%; IDH1 R132H inh: 3%; Vif-APOBEC3G blk: -1%; TrxR1 inh: u; Vif-APOBEC3F blk: -2%; Glioma ERSR ind: -1%; LDHA inh: 5; RGS4 inh: -24%; USP1-UAF1 inh: -21%

Screens as filed in PubChem BioAssay.

This is a subset; the hit share may differ from the screen's.
